# mut p53 react – mutant p53 pathway re-activators, primary screen, cell-based, SW480, luciferase, single point, HTS; hit rate 1.5% among 28,000; SW480 PUMA-promoter luciferase, p53 mutant reactivation; activation, % at 9.98 µM; AID 624151, 2012; in the data active = activation above about 52%
# STK33 kin inh – STK33 kinase inhibitors, primary screen, biochemical, luminescence, ADP-Glo, MBP substrate; Serine/threonine-protein kinase 33 (Homo sapiens), Q9BYT3; hit rate 0.44% among 27,000; inhibition, % at 12.5 µM; AID 2322, 2010; in the data active = inhibition above about 20%
# Target sequence (Q9BYT3 whole entry, looked up): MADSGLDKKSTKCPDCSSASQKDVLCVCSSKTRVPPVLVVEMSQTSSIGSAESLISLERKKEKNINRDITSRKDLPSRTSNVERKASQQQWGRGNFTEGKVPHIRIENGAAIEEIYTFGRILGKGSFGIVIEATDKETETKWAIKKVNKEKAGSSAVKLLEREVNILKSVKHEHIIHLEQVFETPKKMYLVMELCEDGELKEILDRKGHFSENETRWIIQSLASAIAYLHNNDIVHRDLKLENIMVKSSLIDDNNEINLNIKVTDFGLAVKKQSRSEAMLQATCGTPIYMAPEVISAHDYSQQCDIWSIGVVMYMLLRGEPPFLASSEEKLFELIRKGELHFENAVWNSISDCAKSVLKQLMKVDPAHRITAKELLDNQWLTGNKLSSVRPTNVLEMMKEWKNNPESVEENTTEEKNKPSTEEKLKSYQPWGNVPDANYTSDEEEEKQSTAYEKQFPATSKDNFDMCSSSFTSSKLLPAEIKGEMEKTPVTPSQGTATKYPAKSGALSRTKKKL
# * = called active by the depositor; nt = no result given. These rows are one share of the data; the hit share may differ from the screen's.
# Under each structure – mut p53 react	STK33 kin inh
- COc1ccc(CN(C)C[C@@H]2Oc3ccc(NC(=O)C4CC4)cc3CC(=O)N([C@@H](C)CO)C[C@H]2C)cc1
→ 6	nt
- COc1cccc(C#Cc2ccc3c(c2)O[C@@H](CN(C)S(=O)(=O)c2ccccc2F)[C@H](C)CN([C@H](C)CO)S3(=O)=O)c1
→ -25	nt
- C[C@H](CO)N1C[C@H](C)[C@H](CN(C)Cc2ccncc2)Oc2c(NC(=O)Nc3ccc(C(F)(F)F)cc3)cccc2C1=O
→ 4	nt
- Cc1noc(C)c1NC(=O)N(C)C[C@@H]1Oc2ccc(NC(=O)NC3CCCCC3)cc2C(=O)N([C@@H](C)CO)C[C@@H]1C
→ 10	nt
- O=C(CSc1ncccc1C(=O)O)c1cccc([N+](=O)[O-])c1
→ -3	-3
- C[C@@H]1CN([C@@H](C)CO)C(=O)Cc2cc(NC(=O)CCC(F)(F)F)ccc2O[C@@H]1CN(C)Cc1ccc(Cl)c(Cl)c1
→ nt	-1
- CCCC#Cc1ccc2c(c1)O[C@H](CN(C)CC1CC1)[C@H](C)CN([C@H](C)CO)S2(=O)=O
→ -6	nt
- O=C(O)C1=C[C@@H](c2ccc3c(c2)Cc2ccccc2-3)C[C@@H](OCc2ccc(CO)cc2)O1
→ nt	-3
- Cc1ccccc1-n1nnnc1C(c1ccccc1)N(C)Cc1cccc([N+](=O)[O-])c1 (centres undefined)
→ 2	0
- C[C@@H]1CN([C@@H](C)CO)C(=O)Cc2cc(NC(=O)Cn3cnnn3)ccc2O[C@@H]1CN(C)C(=O)Nc1cccc2ccccc12
→ -8	0
- O=C(CCC(=O)c1ccc(Oc2ccccc2)cc1)Nc1cccnc1
→ -3	-2
- CC1=CC(=O)C2C(C)(C)CC(O)CC2(C)C1(O)CO (centres undefined)
→ 5	0
- C[C@H](CO)N1C[C@H](C)[C@@H](CN(C)C(=O)Nc2cccc3ccccc23)Oc2ccc(NC(=O)CCC(F)(F)F)cc2CC1=O
→ -14	nt
- CCCC1O[C@@H]2C[C@H]3[C@@H]4CCC5=CC(=O)C=C[C@]5(C)[C@H]4[C@@H](O)C[C@]3(C)[C@]2(C(=O)CO)O1 (some centres undefined)
→ nt	2
- Cc1noc(C)c1NC(=O)N(C)C[C@H]1Oc2ccc(NC(=O)CCN3CCOCC3)cc2C(=O)N([C@@H](C)CO)C[C@H]1C
→ nt	0

# Next section, starting with the last 3 of the part before.
# Under each structure – mut p53 react	STK33 kin inh
- C[C@H](CO)N1C[C@H](C)[C@@H](CN(C)C(=O)Nc2cccc3ccccc23)Oc2ccc(NC(=O)CCC(F)(F)F)cc2CC1=O
→ -14	nt
- CCCC1O[C@@H]2C[C@H]3[C@@H]4CCC5=CC(=O)C=C[C@]5(C)[C@H]4[C@@H](O)C[C@]3(C)[C@]2(C(=O)CO)O1 (some centres undefined)
→ nt	2
- Cc1noc(C)c1NC(=O)N(C)C[C@H]1Oc2ccc(NC(=O)CCN3CCOCC3)cc2C(=O)N([C@@H](C)CO)C[C@H]1C
→ nt	0
- C[C@@H]1CN([C@@H](C)CO)C(=O)c2cc(NS(C)(=O)=O)ccc2O[C@@H](C)CCCCO[C@@H]1CN(C)C(=O)Nc1ccccc1
→ 7	nt
- O=S(=O)(NCc1nc(-c2ccccc2)no1)c1ccc(F)cc1
→ 3	-1
- C[C@@H]1CCCCO[C@@H](CN(C)C(=O)Nc2ccccc2)[C@@H](C)CN([C@H](C)CO)C(=O)c2cc(NS(C)(=O)=O)ccc2O1
→ 0	3
- C[C@H]1CN([C@@H](C)CO)C(=O)c2cccc(NC(=O)C3CCOCC3)c2O[C@H]1CN(C)Cc1ccncc1
→ 2	nt
- NS(=O)(=O)c1ccc(NC(=O)CSC2=NCCS2)cc1
→ -5	1
- C[C@@H]1CN([C@H](C)CO)C(=O)Cc2cc(NC(=O)Nc3cccc4ccccc34)ccc2O[C@@H]1CN(C)C
→ nt	0
- C[C@H](CO)N1C[C@H](C)[C@H](CN(C)C(=O)NC2CCCCC2)Oc2ccc(NS(=O)(=O)c3cccs3)cc2C1=O
→ 11	nt
- C[C@@H]1CCCCO[C@H](CN(C)S(C)(=O)=O)[C@@H](C)CN([C@H](C)CO)C(=O)c2cc(NS(=O)(=O)c3ccc(F)cc3)ccc2O1
→ nt	0
- C[C@@H]1CN([C@@H](C)CO)C(=O)c2cc(NC(=O)NC3CCCCC3)ccc2O[C@H]1CN(C)S(=O)(=O)c1ccccc1
→ 1	nt
- Cc1noc(C)c1S(=O)(=O)Nc1ccc2c(c1)C(=O)N([C@H](C)CO)C[C@H](C)[C@H](CN(C)Cc1ccncc1)OCCCC[C@@H](C)O2
→ nt	-2
- O=C(CSc1nc2ccccc2s1)c1cc2ccccc2o1
→ 20	3
- COc1ccc(CN(C)C[C@H]2OCCCC[C@@H](C)Oc3ccc(NS(=O)(=O)c4ccccc4)cc3C(=O)N([C@H](C)CO)C[C@@H]2C)cc1
→ nt	2
- C[C@@H]1CCCCO[C@@H](CN(C)C(=O)Nc2ccc(C(F)(F)F)cc2)[C@@H](C)CN([C@H](C)CO)C(=O)c2cc(NS(=O)(=O)c3ccccc3)ccc2O1
→ nt	-3
- Cc1cccc(-c2n[nH]c(S(C)(=O)=O)c2C#N)c1
→ nt	0
- Cc1ccc(CC(CC(=O)O)C(=O)Nc2ccc(Cl)cc2)cc1 (centres undefined)
→ -6	-7
- COc1ccc(S(=O)(=O)N(C)C[C@@H]2Oc3c(NC(=O)c4nc5ccccc5s4)cccc3C(=O)N([C@H](C)CO)C[C@H]2C)cc1
→ -27	nt
- COc1cc(NC(=O)COc2ccc([N+](=O)[O-])cc2)cc(OC)c1
→ -1	0
- CCOc1ccc(NC(=O)CSc2nnc3c4c5c(sc4nc(SC)n23)CCC5)cc1
→ 8	-1
- C[C@H](CO)N1C[C@H](C)[C@H](CN(C)Cc2ccc(Oc3ccccc3)cc2)Oc2ccc(NC(=O)C3CCCCC3)cc2C1=O
→ nt	3
- CC(=O)Oc1ccc(C(=O)Nc2ccc(S(=O)(=O)Nc3nccs3)cc2)cc1
→ -18	3
- C=C[C@H]1[C@H](O[C@@H]2O[C@H](CO)[C@@H](O)[C@H](O)[C@H]2O)OC=C(C(=O)OC)[C@H]1C[C@@H]1N[C@H](C(=O)O)Cc2c1[nH]c1ccccc21
→ -4	1
- COc1ccc(S(=O)(=O)Nc2ccc3c(c2)CC(=O)N([C@H](C)CO)C[C@H](C)[C@@H](CN(C)S(=O)(=O)c2ccc(Cl)cc2)O3)cc1
→ 1	nt
- Cc1ccccc1NC(=O)COc1ccc(C)c([N+](=O)[O-])c1
→ 46	-4
- Cc1cc2oc(C(=O)Nc3sc4c(c3C(=O)NCc3ccco3)CCC4)c(C)c2cc1C
→ -5	-1
- C[C@H](CO)N1C[C@H](C)[C@@H](CN(C)Cc2ccncc2)Oc2ccc(NC(=O)CCCN(C)C)cc2C1=O
→ 17	1
- C[C@H](CO)N1C[C@H](C)[C@H](CN(C)C)Oc2ccc(NC(=O)Nc3cccc4ccccc34)cc2CC1=O
→ nt	0
- CCC(C(=O)Nc1ccccc1C(=O)N1CCOCC1)N1C(=O)c2ccccc2C1=O (centres undefined)
→ 13	-5
- Cc1noc(C)c1NC(=O)Nc1ccc2c(c1)CC(=O)N([C@H](C)CO)C[C@@H](C)[C@H](CN(C)C(=O)NC1CCCCC1)O2
→ nt	0
- CSc1cccc(NC(=O)CSc2nnc(C)s2)c1
→ -12	-1
- C[C@H]1CN([C@@H](C)CO)C(=O)c2cc(C#Cc3ccncc3)cnc2O[C@@H]1CN(C)C(=O)c1ccccc1F
→ 32	nt
- C[C@@H]1CN([C@H](C)CO)C(=O)c2cc(NC(=O)Cc3ccccc3)ccc2O[C@@H](C)CCCCO[C@H]1CN(C)C
→ 4	nt
- NCCCCCCNC(=O)[C@H]1C[C@H]2C(=O)N[C@@H](Cc3ccccc3)C(=O)N2[C@H]1c1cccc(OCCO)c1
→ nt	-10
- CCCc1nc2c(C)cc(-c3nc4ccccc4n3C)cc2n1Cc1ccc(-c2ccccc2C(=O)O)cc1
→ nt	-1
- COc1ccc(Cl)cc1NC(=S)NCCn1cc(Br)cn1
→ -12	-1
- CC(C)C(NC=O)C(=O)OCC(O)C(O)C(O)C(O)COC(=O)C(NC=O)C(C)C (centres undefined)
→ -4	nt
- COc1ccc(CN(C)C[C@@H]2Oc3c(NS(C)(=O)=O)cccc3C(=O)N([C@@H](C)CO)C[C@@H]2C)cc1
→ 10	nt
- C[C@@H]1CN([C@H](C)CO)C(=O)Cc2cc(NC(=O)Nc3ccc(F)cc3)ccc2O[C@@H]1CN(C)S(=O)(=O)c1cccs1
→ -6	-4
- C/C=C/c1cnc2c(c1)C(=O)N([C@H](C)CO)C[C@H](C)[C@@H](CN(C)C(=O)c1cccc(F)c1)O2
→ 1	nt
- CC(NCC(O)CP(=O)(O)CC1CCCCC1)c1ccc(Cl)c(Cl)c1 (centres undefined)
→ 10	nt
- CNc1nc(SCC(N)=O)nc(N2CCOCC2)n1
→ -1	-2
- C[C@@H]1CN([C@@H](C)CO)C(=O)Cc2cc(NC(=O)Nc3cccc4ccccc34)ccc2O[C@@H]1CN(C)S(=O)(=O)c1ccccc1
→ nt	5
- C[C@@H]1CN([C@H](C)CO)C(=O)c2cc(NS(=O)(=O)c3ccccc3)ccc2O[C@H]1CN(C)Cc1ccc(C(=O)O)cc1
→ nt	-4
- C[C@@H]1CN([C@@H](C)CO)C(=O)c2cc(NS(=O)(=O)c3cn(C)cn3)ccc2O[C@@H](C)CCCCO[C@@H]1CN(C)C
→ -15	nt
- C[C@H](CO)N1C[C@H](C)[C@@H](CN(C)S(C)(=O)=O)Oc2c(NC(=O)C3CCOCC3)cccc2C1=O
→ nt	1
- C[C@@H]1CCCCO[C@H](CN(C)C(=O)c2ccccc2)[C@@H](C)CN([C@@H](C)CO)C(=O)c2cc(NC(=O)Nc3ccc(F)cc3)ccc2O1
→ -34	nt

# 4 records picked at random from those above, as already listed:
# Under each structure – mut p53 react	STK33 kin inh
- CC(C)C(NC=O)C(=O)OCC(O)C(O)C(O)C(O)COC(=O)C(NC=O)C(C)C (centres undefined)
→ -4	nt
- CC(NCC(O)CP(=O)(O)CC1CCCCC1)c1ccc(Cl)c(Cl)c1 (centres undefined)
→ 10	nt
- COc1ccc(Cl)cc1NC(=S)NCCn1cc(Br)cn1
→ -12	-1
- CNc1nc(SCC(N)=O)nc(N2CCOCC2)n1
→ -1	-2

# Some of the entries so far, with tabs:
structure	mut p53 react	STK33 kin inh
C[C@@H]1CN([C@H](C)CO)C(=O)c2cc(NC(=O)Cc3ccccc3)ccc2O[C@@H](C)CCCCO[C@H]1CN(C)C	4	nt
CCCc1nc2c(C)cc(-c3nc4ccccc4n3C)cc2n1Cc1ccc(-c2ccccc2C(=O)O)cc1	nt	-1

# (cont.)
# Under each structure – mut p53 react	STK33 kin inh
- O=S(=O)(NCCOc1ccccc1)c1cccc2cccc(Cl)c12
→ 36	-3
- C[C@@H]1CN([C@H](C)CO)C(=O)Cc2cc(NC(=O)Nc3ccc4c(c3)OCO4)ccc2O[C@@H]1CN(C)C(=O)Nc1ccccc1
→ nt	1
- C[C@@H]1CN([C@H](C)CO)C(=O)Cc2cc(NC(=O)Nc3ccc4c(c3)OCO4)ccc2O[C@H]1CN(C)C(=O)Nc1ccc(F)cc1
→ nt	-7
- C[C@H](CO)N1C[C@H](C)[C@H](CN(C)Cc2ccc(C(=O)O)cc2)Oc2ccc(NC(=O)Cc3cn(C)c4ccccc34)cc2CC1=O
→ -2	-4
- CCN(CC(=O)Nc1ccccc1)S(=O)(=O)c1ccc(F)cc1
→ 2	-4
- C[C@@H]1CN([C@H](C)CO)C(=O)c2cc(NC(=O)CCCN(C)C)ccc2O[C@@H](C)CCCCO[C@H]1CN(C)C(=O)Nc1ccccc1
→ 7	nt
- COc1ccc([C@@H]2C=C(C(=O)O)O[C@H](OCc3ccc(CO)cc3)C2)cc1
→ nt	0
- COC(=O)c1c(-c2ccccc2)csc1NC(=O)C1CCCCC1C(=O)O (centres undefined)
→ 41	-7
- Cc1ccc(NC(=O)Cn2nc(C)c([N+](=O)[O-])c2C)cc1Cl
→ 7	-1
- C[C@H]1CCCCO[C@H](CN(C)C(=O)Nc2cccc3ccccc23)[C@@H](C)CN([C@@H](C)CO)C(=O)c2cc(NC(=O)c3ccncc3)ccc2O1
→ -24	nt
- CC(=O)c1cccc(N(CC(=O)Nc2ccccc2C)S(C)(=O)=O)c1
→ -22	-6
- CC(=O)NCCCC[C@@H]1NC(=O)[C@@H]2C[C@H](C(=O)NCc3ccc(F)cc3)[C@H](c3cccc(OCCO)c3)N2C1=O
→ nt	-2
- C[C@@H]1CCCCO[C@H](CN(C)S(=O)(=O)c2ccc(F)cc2)[C@@H](C)CN([C@H](C)CO)C(=O)c2cc(NS(=O)(=O)c3cn(C)cn3)ccc2O1
→ nt	0
- O=C(CSc1nc(N2CCCCC2)nc(N2CCCCC2)n1)NC1CCCCC1
→ -12	1
- Cc1cc(=O)[nH]c(SCCOc2ccc(Br)cc2Cl)n1
→ 80*	-1
- Cc1ccccc1-c1nnc(SCC(=O)Nc2sc3c(c2C#N)CCCC3)n1C
→ 6	-2
- C[C@@H]1CN([C@H](C)CO)C(=O)c2cc(NC(=O)CCC(F)(F)F)ccc2O[C@H]1CN(C)C(=O)Nc1ccccc1
→ 15	-8
- Cn1c(SCc2nc(-c3cccs3)no2)nnc1C1CCCCC1
→ -11	1
- CC1(C)CC[C@]2(C(=O)O[C@@H]3O[C@H](CO[C@@H]4O[C@H](CO)[C@@H](O)[C@H](O)[C@H]4O)[C@@H](O)[C@H](O[C@@H]4O[C@H](CO)[C@@H](O)[C@H](O)[C@H]4O)[C@H]3O)CC[C@]3(C)C(=CCC4[C@@]5(C)CC[C@H](O)[C@@](C)(C(=O)O)C5CC[C@]43C)C2C1 (some centres undefined)
→ nt	-4
- Cc1cc(I)ccc1NC(=O)Cn1nc(C)c([N+](=O)[O-])c1C
→ 16	2
- Cc1cc(=O)[nH]c(SCC(=O)N2CCCCC2)n1
→ -3	3
- CC(C)c1ccc(NC(=O)CSc2nnc(-c3ccc(Br)cc3)n2C)cc1
→ 5	-1
- C[C@@H]1CN([C@@H](C)CO)C(=O)c2cc(NC(=O)Cc3cn(C)c4ccccc34)ccc2O[C@H]1CN(C)C(=O)NC1CCCCC1
→ -5	-1
